TRb-SRC2 inh – TRbeta-SRC2 interaction inhibition. P10828. TRbeta-SRC2 peptide binding, fluorescence polarization; receptor liganded with 1 µM T3. Potency, µM (series often up to 106 µM), for inactives: at the top dose activity change, negative = inhibition, hits mostly inhibitors. 280,000 compounds, 0.065% hits. AID 1469;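 further: plate controls were bound peptide for no effect and peptide without receptor for full effect; nearly all actives have a fitted effect of over 50% in size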
Target sequence (P10828 whole entry, looked up): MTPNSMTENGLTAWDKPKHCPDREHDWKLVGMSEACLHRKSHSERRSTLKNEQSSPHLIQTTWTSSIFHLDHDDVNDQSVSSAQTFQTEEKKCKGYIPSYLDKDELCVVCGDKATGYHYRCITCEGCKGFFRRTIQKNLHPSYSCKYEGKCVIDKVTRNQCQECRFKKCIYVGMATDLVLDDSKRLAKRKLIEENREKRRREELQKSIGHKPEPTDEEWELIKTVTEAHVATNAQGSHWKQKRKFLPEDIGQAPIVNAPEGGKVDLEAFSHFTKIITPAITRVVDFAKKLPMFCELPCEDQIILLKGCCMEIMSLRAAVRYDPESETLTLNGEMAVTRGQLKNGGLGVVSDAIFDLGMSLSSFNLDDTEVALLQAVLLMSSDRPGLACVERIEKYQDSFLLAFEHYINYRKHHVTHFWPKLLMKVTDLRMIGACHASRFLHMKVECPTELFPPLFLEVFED
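Fluorescence polarization of 20 nM Texas Red SRC2 peptide with 0.6 uM human TRb ligand-binding domain, in Tris buffer with 1uM T3 and 5% DMSO. Incubated 5 hr ambient; normalized to unbound and bound controls.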
L3MBTL1 inh – L3MBTL1 (human) inhibition; Q9Y468; Potency, µM (series often up to 57.1 µM), for inactives: top-dose activity, negative = inhibition, actives largely listed as inhibitors; 230,000 compounds, 0.66% hits; AlphaScreen L3MBTL1–H3K9me1 peptide binding; AID 485360; further: nearly all actives have a fitted effect of over 60% in size
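L3MBTL1 50 nM + b-AHA-H3(1-15)K9me1 75 nM, 30 min RT; compound added, 30 min RT; streptavidin donor/Ni-chelate acceptor beads 10 ug/mL each final, 30 min RT dark; AlphaScreen read.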
Tau fibril ThT – inhibitors of human tau fibril formation, thioflavin T binding; recombinant tau K18 P301L, heparin-induced fibrillization, ThT fluorescence; AID 1460; P10636; 270,000 compounds, 2.1% hits; Potency, µM (series often up to 57.4 µM), for inactives: top-dose activity, negative = inhibition, most hits filed as inhibitors; further: nearly all actives have a fitted effect of over 55% in size
Target sequence (P10636 561-689 P618L limits assumed): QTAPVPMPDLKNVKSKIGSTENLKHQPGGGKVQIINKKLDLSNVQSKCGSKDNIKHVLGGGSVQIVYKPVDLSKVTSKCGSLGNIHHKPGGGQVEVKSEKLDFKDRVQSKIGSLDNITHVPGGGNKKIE
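Fibril formation assay: tau K18 P301L at 15 uM with trace Alexa 594 label, heparin inducer 20 uM, pH 7 sodium acetate buffer, 37 C for 6 hr; endpoint ThT signal.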
ALDH1A1 block – inhibitors of human aldehyde dehydrogenase 1A1; P00352; Purified ALDH1A1, NADH fluorescence, propionaldehyde substrate; Potency, µM (series often up to 75.3 µM), without a hit: at the top dose activity, negative = inhibition, most hits filed as inhibitors; 220,000 compounds, 7.3% hits; active means well fitted inhibition curve with a large enough effect, not every such curve was filed as active; inconclusive means small, poorly fitted or top-dose-only effect, or another doubt; inactive means no such curve, though single readings can be large or run the other way;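 further: plate controls were no enzyme wells and a reference inhibitor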
aGal spleen mod – alpha-galactosidase A (human) modulation. P06280. human spleen homogenate, 4MU-alpha-Gal fluorescence, 40 min. Potency, µM (series often up to 80 µM), inactives show top-dose activity change, negative = inhibition, actives largely listed as inhibitors. 240,000 compounds, 0.008% hits. AID 2107;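 further: 0% = enzyme with vehicle and -100% = no enzyme basal signal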
Target sequence (P06280 32-429 limits assumed): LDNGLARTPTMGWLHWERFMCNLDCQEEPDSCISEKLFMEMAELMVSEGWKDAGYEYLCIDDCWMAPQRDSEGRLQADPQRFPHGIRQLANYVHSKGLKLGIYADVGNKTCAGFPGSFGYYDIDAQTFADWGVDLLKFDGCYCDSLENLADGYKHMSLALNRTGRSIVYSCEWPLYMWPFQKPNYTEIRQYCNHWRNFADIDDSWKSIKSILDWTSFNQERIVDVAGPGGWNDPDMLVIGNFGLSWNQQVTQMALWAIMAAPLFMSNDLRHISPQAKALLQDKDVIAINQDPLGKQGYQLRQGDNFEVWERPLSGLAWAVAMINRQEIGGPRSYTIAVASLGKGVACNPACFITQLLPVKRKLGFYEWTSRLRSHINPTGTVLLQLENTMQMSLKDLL
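Spleen homogenate 1 ug + cpd (titration) + 4-MU-alpha-D-galactopyranoside 1 mM; 37C 40 min; 50 mM citrate/phosphate pH 5.0, 0.01% Tween-20; stop pH 10; fluorescence 365/440; AC50 via Hill.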
Tau fluor cs – counter-screen for tau fibril formation inhibitors | tau K18 P301L Alexa594 fluorescence, heparin fibrillization | Potency, µM (top dose mostly 57.7 µM), for the others: at the highest dose activity change, negative = decrease | 280,000 compounds, 0.93% hits | AID 1463; further: nearly all actives have a fitted effect of over 55% in size
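Human tau K18 P301L (15 uM unlabeled, 0.24 uM Alexa 594-labeled) in 100 mM sodium acetate pH 7 with 20 uM heparin, 6 hr at 37 C. ThT 30 uM added, 1 hr ambient; Alexa 594 FP and total fluorescence read at 555/632 nm.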
TR SRC2 fluor cs – Texas Red fluorescence interference in TRb-SRC2 counter-screen | TRb/SRC2 Texas Red total fluorescence interference | Potency, µM (top dose mostly 106 µM), without a hit: at the highest dose fluorescence change, negative = quenching | 280,000 compounds, 0.29% hits | AID 1479; active means well fitted curve in either direction with a large enough effect; inconclusive means small, poorly fitted or top-dose-only effect
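Human TRb ligand-binding domain at 0.6 uM with 20 nM Texas Red SRC2 peptide in Tris buffer containing 1 uM T3 and 5% DMSO, incubated with compound 5 h at ambient temperature. Total fluorescence (555/632 nm) calculated as parallel + 2 × perpendicular.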
Tau FP inhib – blocks human tau fibril formation measured by polarization. P10636. K18 P301L tau heparin fibrillization, Alexa594 FP, 6 h. Potency, µM (highest dose often 57.7 µM), without a hit: at the highest dose activity, negative = inhibition, usual class: inhibitors. 280,000 compounds, 0.39% hits. AID 1468; further: nearly all actives have a fitted effect of over 55% in size
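Compound effects on tau fibrillization are measured by Alexa 594 fluorescence polarization (ex 555, em 632 nm). K18 P301L tau is used at 15 uM with 0.24 uM labeled tracer, and 20 uM heparin induces aggregation over 6 hr at 37 C.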
Starred values were filed as active, the others as inactive; ? = inconclusive; . = not tested or not shown; & = joins results of further samples; [ ] = dose if it differs, or a comment. Unless noted, the call rests on the fitted dose curve; in most records, active means well fitted curve in the direction sought with a large enough effect; inconclusive means small, poorly fitted or top-dose-only effect, or another doubt; inactive means no such curve, though single readings can be large; an effect the other way counts as inactive or inconclusive. Unless noted, on the % scale 0 is the no-effect control and ±100 the full control effect; potency means the concentration at half of the fitted maximal effect. This is a random part of the collection. About 8.5% of those tested had a hit in this group.

smiles | TRb-SRC2 inh | L3MBTL1 inh | Tau fibril ThT | ALDH1A1 block | aGal spleen mod | Tau fluor cs | TR SRC2 fluor cs | Tau FP inhib
O=[N+]([O-])c1ccc(OCCn2cnc3ccccc32)cc1 | -13% | -5% | -16% | 8% | -4% | -14% | -2% | -6%
COc1ccccc1NC(=O)c1c(NC(=O)c2ccccc2F)sc2c1CCC2 | 8% | . | -8% | . | . | -17% | -16% | -2%
CS(=O)(=O)N(CC(=O)NCc1ccccc1Cl)C1CCCCC1 | -6% | -1% | 3% | 7% | 1% | 8% | 0% | 6%
O=C(NCCc1ccccc1)C(=O)NCC(c1cccs1)S(=O)(=O)c1cccs1 (stereo unspecified) | -3% | . | -7% | . | . | -8% | -1% | 3%
CCOc1cc(-c2cc(-c3ccc(OC)cc3)nc(N)c2C#N)ccc1O | -6% | . | -12% | 4% | 9% | -26% | 1% | 3%
Cc1ccc(NC(=S)N/N=C/c2ccc(Cl)c([N+](=O)[O-])c2)cc1 | 1% | . | -26% | 17% | 5% | -30% | 0% | -7%
COC(=O)c1cc(Cl)c(NC(=O)Cc2ccccc2)cc1OC | -1% | 6% | -10% | -13% | -2% | -10% | -2% | 1%
Cc1nccn1CCC1CCCCN1C(=O)CCc1nnc(-c2ccsc2)o1 (stereo unspecified) | -3% | -5% | -4% | 7% | -5% | 0% | -7% | -12%
O=C(NCC(=O)N(c1ccc(F)cc1)C(C(=O)NC1CCCC1)c1cccnc1)c1cccs1 (stereo unspecified) | 0% | 4% | -4% | 7% | -11% | -5% | -2% | -8%
NC(=O)CCCc1nc(-c2ccccc2)no1 | -5% | -6% | -3% | . | 3% | -4% | -4% | 4%
CCc1nnc(NC(=O)c2cc(S(=O)(=O)N3CCOCC3)ccc2N2CCCCC2)s1 | -4% | -17% | -9% | -38% | -7% | -12% | -2% | 3%
CCOC(=O)Cn1cnc2c(cnn2-c2ccc(C)c(C)c2)c1=O | 0% | . | 0% | . | . | -10% | -1% | -4%
Cc1cccc(C)c1NC(=O)C(c1ccccc1)N1CCOCC1 (stereo unspecified) | -6% | 0% | 2% | 8% | -1% | 4% | -4% | 4%
CC(=O)Nc1c(O)c2ccccc2[nH]c1=O | -2% | 2% | -17% | ? | 6% | -12% | -3% | ?
CC(=O)c1cn(CC(=O)NCC2CCCO2)c2ccccc12 (stereo unspecified) | -5% | 4% | -6% | -5% | 3% | -1% | -2% | 5%
CCN(CC)c1ccc(/C=C/c2cc(-c3ccccc3)c3ccccc3n2)cc1 | 4% | 100%[activator] | 1% | 11µM* | 12% | ? | 5% | 1%
COc1ccc(NC(=O)CC2C(=O)N(C)C(=S)N2Cc2ccco2)cc1 (stereo unspecified) | 3% | 3% | 1% | 13% | 0% | -10% | -2% | -10%
COc1ccc(S(=O)(=O)Nc2ccccc2C(N)=O)cc1OC | -3% | 0% | -3% | ? | 8% | -1% | -1% | 0%
O=S(=O)(Nc1nc2ccccc2nc1NCC1CCCO1)c1ccccc1 (stereo unspecified) | 1% | -1% | -11% | . | 9% | -6% | -1% | 5%
O=C1CSCC(=O)N1c1ncc(C(F)(F)F)cc1Cl | -7% | . | . | . | -8% | 3% | -6% | 7%

Compound profiles, as listed above. Values in the order: TRb-SRC2 inh	L3MBTL1 inh	Tau fibril ThT	ALDH1A1 block	aGal spleen mod	Tau fluor cs	TR SRC2 fluor cs	Tau FP inhib
Profile of `Cc1cccc(C)c1NC(=O)C(c1ccccc1)N1CCOCC1` (stereo unspecified) = -6%	0%	2%	8%	-1%	4%	-4%	4%
Profile of `CCc1nnc(NC(=O)c2cc(S(=O)(=O)N3CCOCC3)ccc2N2CCCCC2)s1` = -4%	-17%	-9%	-38%	-7%	-12%	-2%	3%
Profile of `Cc1nccn1CCC1CCCCN1C(=O)CCc1nnc(-c2ccsc2)o1` (stereo unspecified) = -3%	-5%	-4%	7%	-5%	0%	-7%	-12%

Other results.
smiles | TRb-SRC2 inh | L3MBTL1 inh | Tau fibril ThT | ALDH1A1 block | aGal spleen mod | Tau fluor cs | TR SRC2 fluor cs | Tau FP inhib
C[C@]12CCC3c4ccc(O)cc4CCC3C1CC(O)C2O (stereo partly specified) | -1% | . | -4% | 1% | -2% | -8% | -6% | 0%
Cn1c(=O)oc2cc(S(=O)(=O)Nc3cccc(F)c3)ccc21 | 2% | 0% | -1% | -2% | 12% | 0% | -4% | -7%
CCc1nccn1S(=O)(=O)c1cc(OC)c(Cl)cc1OC | 4% | -7% | -5% | 2% | 0% | -2% | 1% | -3%
O=C(CNC(=O)c1ccc(F)cc1)OCc1cc(=O)n2nc(C3CC3)sc2n1 | 4% | . | -7% | . | . | -2% | -4% | -5%
O=C(c1ccccc1)N1CCN(C2CC3CCC2C3)CC1 (stereo unspecified) | 3% | -4% | -7% | -6% | 6% | 0% | -1% | 8%
CCCCc1nn2c(=O)cc(COC(=O)c3ccc(NC(=O)c4ccccc4Cl)cc3)nc2s1 | 4% | . | 6% | . | . | 12% | -2% | 15%
O=C(CCC1CCCC1)Nc1cccn(Cc2ccccc2Br)c1=O | 8% | . | -13% | . | 3% | -9% | -3% | 1%
O=C(/C=N/NC(=O)c1ccc(Cl)cc1Cl)c1ccccc1 | 2% | . | -5% | . | 1% | -17% | 0% | 2%
COc1cccc(-c2nc(CS(=O)(=O)CC(=O)Nc3cccc(C(C)=O)c3)c(C)o2)c1 | -5% | . | -11% | . | . | -19% | -4% | 4%
COC1C/C(=N\O)C2OC(c3ccccc3)OCC2O1 (stereo unspecified) | 1% | 3% | -3% | ? | 1% | -4% | 9% | -2%
CCOc1ccc(C(=O)Nc2cc(C)c3c(=O)oc4ccccc4c3n2)cc1 | -9% | . | ? | -6% | -3% | -21% | 1% | -8%
O=C(Nc1ccccc1C(F)(F)F)N1CCCC(O)C1 (stereo unspecified) | -14% | -2% | -11% | 2% | 8% | -5% | -1% | 0%
COC(=O)C1=C(C(=O)OC)[C@@H]2N(C)c3ccc(OC)cc3[C@@]23C[C@@H](C(=O)OC)N(S(=O)(=O)c2ccc([N+](=O)[O-])cc2)C3=N1 | 7%[11.2 µM] | . | ? | -5%[13.5 µM] | 3%[17.5 µM] | ? | -2%[11.2 µM] | 7%[11.6 µM]
Cc1ccc(-c2csc(NC(=O)CSC3=NCCS3)n2)cc1 | -4% | -6% | ? | -12% | -4% | ? | -1% | -11%
CCOc1ccc(NC(=O)CSc2n[nH]c(N)n2)c([N+](=O)[O-])c1 | -2% | 0% | -12% | 7% | -8% | -8% | -3% | -8%
COc1ccc(CC(=O)NCCS(=O)(=O)N2CCN(c3ccccc3F)CC2)cc1OC | -3% | . | 2% | . | . | 0% | -1% | -3%
CCOC(=O)c1nnc(-c2ccccc2)nc1Sc1c(Cl)cccc1Cl | -4% | . | 11µM* | 3% | 15% | ? | -1% | -6%
CCOC(=O)Cn1nc(C)c(NC(=O)COc2ccccc2)c1C | -9%&9% | -20% | 6%&2% | -11% | 2% | 5%&-1% | 1%&-1% | 3%&-1%
CCOC(=O)C(NC(=O)Nc1ccc(Cl)cn1)(Oc1ccccc1)C(F)(F)F (stereo unspecified) | 0% | 3% | 1% | 8% | -10% | 6% | 1% | -3%
Cc1ccc(C(=O)Oc2ccccc2N2C(=O)C3CCC(C)CC3C2=O)cc1 (stereo unspecified) | -16% | . | -17% | ? | 9% | -9% | -2% | 14%
Cc1ccc(C2=NC(C)(C)NC2=O)cc1 | -6% | . | -15% | ? | 10% | -6% | 0% | -5%
CSc1nc2nccc(-c3ccc4c(c3)OCO4)n2n1 | -1% | 5% | -2% | ? | 7% | 3% | -7% | -4%
Cc1ccc(NC(=O)Cn2cc3c(n2)CCC(C)C3)cc1 (stereo unspecified) | 9% | 5% | 1% | 9% | -5% | 1% | 2% | 9%
CCOCCCNC(=O)/C(C#N)=C/c1cc(C)c(O)c(C)c1 | -11% | 7% | -10% | 10µM* | 4% | 3% | -1% | 5%
Cc1ccccc1-c1nc(-c2ccc(NC(=O)c3ccc4c(c3)OCO4)cc2)no1 | 7% | . | ? | ? | 10% | ? | -4% | -12%
O=C(Nc1ccc(SC(F)F)cc1)C1=COCCO1 | -4% | 7% | ? | -6% | 5% | -2% | 0% | -1%
COc1ccc(C(=O)N2CC3(CC(c4ccc(Cl)cc4)=NO3)C[C@H]2C(=O)NCC(N)=O)cc1 (stereo partly specified) | 0% | -3% | -5% | 8% | -10% | -6% | 0% | -5%
O=c1c(Cc2c(F)cccc2Cl)c(O)ccn1C1CC1 | -3% | 1%[11.4 µM] | 6% | 3% | 5% | 11% | -7% | -2%
C=CC(C)(O)CCC=C(C)C (stereo unspecified) | -5% | 3% | 0% | 1%&0% | -1%&-7% | -3% | -2% | -3%
CCC(C)C(=O)Nc1nnc(SCC(=O)Nc2ccccc2F)s1 (stereo unspecified) | -6% | . | -9% | 8% | 2% | -19% | -3% | 0%
S=C(NCc1ccc(Cl)cc1Cl)Nc1ccccc1 | -8% | 4% | -3% | ? | -1% | ? | 0% | ?
CC[n+]1cccc(-c2nc3ccccc3s2)c1 | 2% | . | -3% | 2% | 10% | -4% | 1% | -5%
CCn1c(=O)cc(SCC(=O)NCc2ccc(Cl)cc2)c2ccccc21 | -1% | . | 1% | . | . | -1% | -3% | 1%
Cn1nnnc1SCc1cc(=O)[nH]c2ccccc12 | -4% | -5% | -11% | -5% | -14% | -10% | 1% | 3%
CCN(CC)S(=O)(=O)c1cccc(C(=O)Nc2cc(C)cc(C)c2)c1 | -6% | 0% | -11% | 6% | -3% | -22% | 2% | 0%
CSc1nsc(/C=C/Nc2ccc(C(=O)O)cc2)c1C#N | 4% | -13% | ? | 10µM* | 11% | -25% | -1% | -5%
